# Bioassay records (PubChem)
# PriA SSB inh: inhibitors of Klebsiella pneumoniae PriA binding to SSB C-terminal tail; AlphaScreen SSBct-PriA binding, biotinylated peptide; inhibition, % at 33 µM; 430,000 compounds, 0.6% hits; AID 1272365; in the data active = inhibition mostly above about 37%, no sharp cut-off; inactive = mostly below about 20%;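 note: plate controls were negative control peptide for no effect and reference peptide for full effect; strong numbers were not always called active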
# BH1578 lux ind: induces V. cholerae light production without autoinducers. activation, % at 18.7 µM. V. cholerae BH1578 lux reporter, luminescence, 6 h. AID 588436. 350,000 compounds, 0.16% hits; in the data active = activation mostly above about 9.7%, no sharp cut-off; inconclusive = no clear call, values can overlap the other calls; inactive = mostly below about 3.7%; note: not every result past the cut was called active; inactives centre near 0; reference of the scale not given here
# PrPC TRFRET: reduces human prion protein on the cell surface | inhibition, % at 13.8 µM | cell surface PrPC, TR-FRET read-out | AID 720596 | 370,000 compounds, 0.43% hits | P04156; in the data active = inhibition above about 24%; note: 0% = median of the test wells and 100% = reference compound wells
# PfHsp40 yeast: compounds rescuing yeast from Plasmodium falciparum HSP40 toxicity. 340,000 compounds, 0.68% hits. S. cerevisiae expressing PfHsp40, growth rescue, ATP luminescence. growth rescue, % at 12.5 µM; in the data active = growth rescue above about 28%, passing the limit was not always enough; inconclusive = no clear call, values can overlap the other calls;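 note: yeast W303a lacking pdr1 and pdr3 grown in galactose medium; growth measured after three days at 30 °C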
# TcdB GH inh: inhibitors of Clostridioides difficile toxin B glycohydrolase. P18177. TcdB glycohydrolase enzymatic assay, plate reader. inhibition, % at 9.99 µM. 350,000 compounds, 0.24% hits. AID 652162; in the data active = inhibition above about 10%
# SARS 3CLpro inh: SARS-CoV 3CLpro protease inhibition | AID 1706 | inhibition, % at 6 µM | recombinant SARS-CoV 3CLpro, quenched FRET peptide cleavage | 290,000 compounds, 0.14% hits | P0C6X7; in the data active = inhibition above about 12%
# Anthrax LF prot: inhibitors of Bacillus anthracis lethal factor protease; inhibition, % at 10 µM; multiplex microsphere protease cleavage assay, LF; 360,000 compounds, 0.12% hits; P15917; note: plate controls were buffer without enzyme for full effect and enzyme alone for no effect
# Target sequence (P15917 whole entry, looked up): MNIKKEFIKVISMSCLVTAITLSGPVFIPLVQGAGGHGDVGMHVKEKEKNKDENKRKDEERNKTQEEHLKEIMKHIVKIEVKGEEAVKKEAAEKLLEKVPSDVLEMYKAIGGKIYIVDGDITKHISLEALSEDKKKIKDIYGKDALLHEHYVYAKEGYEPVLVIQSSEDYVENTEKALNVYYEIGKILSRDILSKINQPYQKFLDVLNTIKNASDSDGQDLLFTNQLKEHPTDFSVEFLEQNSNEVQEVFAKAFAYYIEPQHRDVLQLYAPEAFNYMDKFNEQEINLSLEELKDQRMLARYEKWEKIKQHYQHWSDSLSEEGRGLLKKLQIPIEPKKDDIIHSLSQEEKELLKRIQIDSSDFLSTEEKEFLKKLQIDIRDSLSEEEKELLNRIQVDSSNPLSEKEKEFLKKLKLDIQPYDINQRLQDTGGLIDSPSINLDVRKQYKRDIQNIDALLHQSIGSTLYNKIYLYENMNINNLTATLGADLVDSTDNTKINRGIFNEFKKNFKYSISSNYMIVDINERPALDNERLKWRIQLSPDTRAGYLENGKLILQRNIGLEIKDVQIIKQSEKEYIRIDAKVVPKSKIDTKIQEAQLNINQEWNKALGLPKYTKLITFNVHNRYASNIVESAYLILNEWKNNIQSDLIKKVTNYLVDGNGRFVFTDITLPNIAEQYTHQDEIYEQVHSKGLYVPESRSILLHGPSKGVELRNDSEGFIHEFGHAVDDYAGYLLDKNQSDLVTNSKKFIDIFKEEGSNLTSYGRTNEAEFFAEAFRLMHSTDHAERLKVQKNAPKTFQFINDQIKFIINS
# Y pestis TopoI: blocks Yersinia pestis topoisomerase I activity | activity, % at 10 µM | Y. pestis Topo-I cleavage product accumulation, plate reader | 360,000 compounds, 0.064% hits; in the data active = activity above about 50%, passing the limit was not always enough; inconclusive = no clear call, values can overlap the other calls; note: inactives centre near 2
# BoNT A protease: inhibitors of Botulinum neurotoxin A light chain protease | inhibition, % at 10 µM | multiplex microsphere protease substrate cleavage, flow cytometry | 360,000 compounds, 0.17% hits; note: plate controls were buffer without enzyme for full effect and enzyme alone for no effect
# Active calls of the source: *; i = inactive; ? = inconclusive; · = not tested or not shown; & = joins results of further samples. Cut-off read from the data, not from the text of the source, unless noted: active = inhibition above about 30%; inconclusive = no clear call, values can overlap the other calls; inactive = below that. Only part of the results is shown. The share of hits here may be higher or lower than overall.
SMILES,PriA SSB inh,BH1578 lux ind,PrPC TRFRET,PfHsp40 yeast,TcdB GH inh,SARS 3CLpro inh,Anthrax LF prot,Y pestis TopoI,BoNT A protease
CCN(CC)c1ccc(/C=N/N(c2ccccc2)c2ccccc2)c(O)c1,·,i,-2,1.0,·,1,-16,-16,-0.6
Cc1[nH]n(-c2ccccc2)c(=O)c1-c1ccccc1,2,i,-2,-0.2,·,1,·,-6,·
O=C1C(C=NCc2ccccn2)=C(O)c2ccccc21,1,i,-1,-0.6,-2.3,-3,-5,2,-1.8
O=c1ccn(CCc2c[nH]c3ccccc23)c2c1CCCC2,7,1.1,6,0.6,2.3,0,-1,7,-0.5
O=C(NCCOc1ccccc1)c1ccc2c(c1)OCO2,-6&-7,-0.5,3,2.1,·,6,-3,-9,0.6
O=C(C1=C(O)/C(=C/c2ccc(O)cc2)CCC1)C(F)(F)F,3,-0.9,-2,1.5,·,-4,8,-11,-0.1
CCC(C)Oc1ccccc1C1CC(=O)NC2=C1C(=O)CCC2 (stereo not given),-9,-0.5,9,0.7,·,-1,4,-6,1.8
CCCCc1ccc(Nc2ncnc3nc[nH]c23)cc1,-6,-0.3,10,2.9,-1.0,2,-7,-3,0.1
Cc1ccc(P(=O)(OCCN2CCOCC2)C(C)(C)C)o1 (stereo not given),-2,7.1,-2,-0.3,-0.3,11,-4,-2,0.1
Cc1csc(NC(=O)CSc2ncnc3ccccc23)n1,9,i,18,6.2,1.5,-1,2,10,-1.0
CCC(C)n1c(S(=O)(=O)O)nc2ccccc21 (stereo not given),-18,-0.2,-6,-1.1,·,-4,1,-3,-0.6
CC(=O)Nc1nc(-c2ccc3c(c2)CC(C)N3C(=O)C2CC2)c(C)s1 (stereo not given),-7,i,1,0.7,0.1,3,0,-3,1.3
Cc1ccc(S(=O)(=O)N2CCCOC2)cc1,9,-0.4,4,-0.4,-1.2,5,-2,2,0.5
CCOC(=O)c1ccc(CNC(=O)CSc2nc(NC(=O)c3ccccc3)c3c(C)c(C)oc3n2)cc1,-5,-0.4,-5,-0.7,·,-1,0,-8,-0.8
Nc1ccc(Oc2ccc(F)cc2)nc1,-9,-0.6,-2,-0.5,·,1,19,1,-1.5
CCOC(=O)c1cnc2c(C)c(-c3ccccc3)[nH]n2c1=O,-31,i,-2,-0.6,·,0,2,-4,0.1
CN(CC(=O)Nc1cccc(F)c1)C(=O)/C=C/c1ccc2ccccc2n1,8,-0.2,1,-1.1,0.1,0,-5,-2,-2.3
CC1(C)CC(=O)C/C(=N\NC(=O)Cc2ccccc2)C1,·,0.0,6,0.4,·,1,-4,-9,1.5
O=C(OCn1nnc2ccccc2c1=O)c1cc(-c2ccccc2Cl)nc2ccccc12,-10,6.7,4,-0.8,-0.2,-1,-1,-7,-1.1
CC1CCN(C(=S)NC(=O)C2CCCCC2)CC1,-5,0.5,-2,0.5,·,1,-4,2,-0.6
CCCCS(=O)(=O)/C=C\C1C2C=CC(C2)C1S(=O)(=O)CCCC (stereo not given),-19,1.0,-7,-0.3,·,-4,2,4,-0.2
Cc1cc(N2CCOCC2)ncc1[N+](=O)[O-],-2,-0.7,-17,-0.1,·,5,7,3,0.3
CSc1nc(N2CCOCC2)nc2ccc(C)cc12,-109,i,9,0.0,-12,·,-1,20,0.6
COc1ccc(NC(=O)CSc2nccn2Cc2ccco2)cc1,6&9,i,1,-0.4,1.7,4,0,8,-0.1
CN(Cc1ccccc1)C(=O)CN(C)S(=O)(=O)c1ccc(F)cc1,-11,i,0,-0.3,-0.6,-8,8,0,1.8
CCCCc1c(O)nc(N2CCN(Cc3ccccc3)CC2)[nH]c1=O,-17,-2.0,8,1.4,·,6,0,6,2.4
NC(=O)c1c(NC(=O)CN2CCOCC2)sc2c1CCC2,-14&-3,5.6,6,0.2,·,-3,0,1,0.6
CCNC(=S)Nc1ccc(Cl)cc1,-18,-0.1,10,0.7,0.3,0,-2,2,-1.3
Cc1ccc2c(c1)C1OCCC1C1N2C(=O)C2C(C(=O)O)C3C=CC21O3 (stereo not given),-6,i,-2,0.1,0.9,3,-2,0,-0.2
O=S(=O)(c1ccccc1)N(CC(O)COc1ccccc1)c1ccccc1 (stereo not given),-7,-0.4,-2,0.2,1.2,2,-4,18,0.2
O=C(Nc1ccc(OC(F)F)c(Cl)c1)c1cccc(OC(F)F)c1,-38,-0.3,·,-0.9,·,3,-9,3,-1.6
COc1ccc(C(CNC(=O)CCNC(=O)c2ccccc2OC)N2CCCC2)cc1 (stereo not given),-19,i,-4,0.2,0.0,·,0,6,-3.8
CCCN(Cc1nnc(-c2ccccc2Cl)o1)C(=O)COc1ccc(Cl)cc1,-9,-0.6,-4,0.4,1.1,·,-2,42,2.3
Oc1ccc(-c2c(C3=CCCCC3)sc3ccccc23)cc1,7,-0.2,-7,0.1,-0.1,-7,6,-19,0.5
Cn1nc(C(=O)Nc2c(-c3ccccc3)nc3sccn23)c2ccccc2c1=O,1,i,-8,-0.4,·,-4,1,-10,-1.8
CCC1(C(=O)OC)NC(c2ccco2)C2C(=O)N(c3ccccc3)C(=O)C21 (stereo not given),-8,i,1,-1.7,·,6,-5,0,0.1
O=C(CC1C(=O)NCCN1Cc1cccc(F)c1)NCCCCCN1CCOCC1 (stereo not given),0,-1.0,0,-0.8,0.2,3,0,2,2.5
Cc1ccc2[nH]c(=O)c(CN(Cc3ccccc3Cl)C(=O)N3CCOCC3)cc2c1,-16,-5.0,0,0.5,·,-5,1,-6,1.3
CCOCCCNCC(O)c1ccccc1 (stereo not given),-2,-0.2,0,1.4,·,1,0,-5,-1.0
COC(=O)c1sc2ccccc2c1NC(=O)c1ccc(S(=O)(=O)N2CC(C)CC(C)C2)cc1 (stereo not given),-3,-2.6,0,-0.9,·,2,3,-1,0.1
Cc1cc(C(O)c2ncc(-c3ccc(Cl)cc3)[nH]2)ccc1F (stereo not given),·,1.6,2,·,0.0,·,-1,-15,-0.3
CCOc1ccc(CN2CCCC(CO)(Cc3ccc(F)cc3)C2)cc1 (stereo not given),-7,i,7,-2.0,-0.4,-2,2,-8,3.4
CC(C)(C)c1ccccc1NC(=O)Nc1nc(C(N)Cc2ccc(F)cc2)cs1 (stereo not given),·,i,4,·,0.1,·,1,-2,0.2
COC(=O)c1cc(Br)c(=O)n(CCc2ccc(F)cc2)c1,-18,-0.4,10,0.8,·,7,-3,-6,-0.8
Cc1c(C)c(C)c(S(=O)(=O)Nc2ccc3[nH]c(=O)[nH]c3c2)c(C)c1C,-4,-0.2,-2,-0.8,2.6,7,-2,8,0.8
Cc1ccc(NC(=O)CN2C(=O)S/C(=C\c3cc(C)n(-c4cccc(C(=O)O)c4)c3C)C2=O)cc1,-18,-0.4,-8,1.0,0.8,7,-7,-12,-2.1
CCCCCCNc1c(C(=O)OCC)c(=O)[nH]c2ccccc12,-11,i,5,-0.1,·,3,-1,42,-0.1
COc1ccc(NC(=O)COC(=O)[C@@H]2CCCN2S(=O)(=O)c2ccccc2F)c(OC)c1,-12,-0.2,-4,0.8,1.4,0,1,12,-0.7
Cc1ccc(-c2n[nH]c(=S)c3ccccc23)cc1S(=O)(=O)NCC1CCCO1 (stereo not given),2,-0.5,-3,0.1,-1.2,-1,1,25,1.2
CCn1cc(S(=O)(=O)c2cccc(C)c2)c(=O)c2cc(F)c(N3CCN(C)CC3)cc21,-15,-2.5,-10,-0.1,-0.2,-1,2,18,-0.4
Cc1c(C(=O)NC2CCCCC2)oc2ccc(F)cc12,-2,-0.4,7,0.2,0.6,-2,0,13,-1.1
CCn1c(SCC(=O)Nc2cc(C)on2)nc2sc3c(c2c1=O)CCCC3,0,i,0,0.2,0.2,-3,-1,-2,1.1
N#Cc1ccc(S(=O)(=O)NC[C@H]2O[C@@H](n3cnc4c(N)ncnc43)[C@H](O)[C@@H]2O)cc1,-9,-1.9,-6,?,1.1,·,-4,-4,-0.2
CCOC(=O)c1nnc(-c2ccc(C)cc2)nc1N1CCSCC1,3,-1.1,-4,-0.1,·,3,-2,24,0.6
CN(C(=O)COC(=O)c1cnc(Cl)c(Cl)c1)C1CCCCC1,-15,i,0,1.6,-0.7,·,-6,3,-1.0
Nc1nc(Nc2cccc(C(F)(F)F)c2)nc(C(F)(F)F)n1,-18,1.1,12,-0.5,·,4,-1,-6,0.1
O=C(Nc1ccccc1C(F)(F)F)C1CCN(C(=O)Cc2ccccc2)CC1,-4,·,-2,-1.0,-0.2,-11,-4,-6,1.7
COc1ccc(S(=O)(=O)NCCC(=O)NCc2cccs2)cc1,-1,i,-2,-1.7,·,-3,-2,1,-0.6
CCCCCn1c(NC(=O)c2ccco2)c(C(=O)OCC)c2nc3ccccc3nc21,7,i,·,-0.3,·,-1,3,-3,10
Cc1cc(O)c(CN2CCN(c3ccccc3)CC2)cc1C,-3,i,0,-1.2,·,1,-2,7,0.3

# Going on with the list:
SMILES,PriA SSB inh,BH1578 lux ind,PrPC TRFRET,PfHsp40 yeast,TcdB GH inh,SARS 3CLpro inh,Anthrax LF prot,Y pestis TopoI,BoNT A protease
O=C(COc1ncnc2ccccc12)Nc1ccc(Cl)c(S(=O)(=O)N2CCOCC2)c1,-12,-0.3,-4,1.0,0.0,-2,-2,-4,-0.5
Nc1nc(SCC(=O)C23CC4CC(CC(C4)C2)C3)n[nH]1,11,-0.2,6,-0.7,·,-6,-4,1,0.1
COCCn1c(C)cc(C(=O)COC(=O)c2cccnc2SC)c1C,-26,i,6,-1.8,0.6,·,-8,11,-0.6
COc1ccc(CNC(=O)CCn2c(=O)oc3ccccc32)c(OC)c1,-15,i,0,0.8,1.1,4,-9,0,-0.4
CCCS(=O)(=O)NC(=O)C1(C)CCN(C(=O)Cc2ccc(F)cc2)C1 (stereo not given),·,i,-3,·,-0.2,·,1,6,-0.3
CCC(C)NC(=O)[C@@H]1CSC2c3ccccc3C(=O)N21 (stereo not given in full),3,-0.6,-6,-0.8,0.1,0,4,0,-3.3
CC1CCN(C(=O)CN2C(=O)NC3(CCC(C)CC3)C2=O)CC1 (stereo not given),-7,-5.5,1,-0.4,-0.4,·,1,8,0.5
Cc1nn(C)c(C)c1NC(=S)Nc1ccc(S(=O)(=O)Nc2ncccn2)cc1,-7,i,-9,-0.7,0.2,0,-1,0,-2.5
Cc1cc(NC(=O)CSc2nnc(-c3cccc(Cl)c3)o2)no1,-8&11,-0.3,8,-0.5,1.2,-1,-3,7,-6.8
O=C(CCCc1cccs1)Nc1nc(-c2ccc(F)cc2)cs1,-12,i,5,1.0,1.0,6,-1,7,-0.4
Cn1c(=O)oc2cc(S(=O)(=O)N3CCC(C(=O)N4CCc5ccccc5C4)CC3)ccc21,-20,-0.3,0,?,0.1,-6,3,-8,-0.3
O=C(COC(=O)c1n[nH]c(=O)c2ccccc12)c1ccc(Br)cc1,-1,-0.5,1,0.6,1.3,4,-8,13,-0.4
O=C(CSCc1ccccc1)N1CCc2ccccc21,-23,-0.1,7,3.5,·,-1,1,8,-0.5
Cc1c(C#N)c(N)c(C(=O)c2ccccc2)n1Cc1ccccc1,9,i,5,1.6,·,-3,-1,8,-0.2
